# POLK inh: inhibitors of human DNA polymerase kappa; Q9UBT6; purified Pol kappa, fluorescent DNA synthesis assay, 10 min; Potency, µM (series often up to 107 µM), for the others: at the highest dose activity, negative = inhibition, usual class: inhibitors; 0.53% of 400,000 active; AID 588579; note: potency is the fitted concentration of half-maximal effect; % is set by controls: 0 for no effect and ±100 for the full control effect
#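 Here, compound and 10 nM enzyme are combined for 15 min at room temperature; adding 50 nM substrate (final) starts DNA synthesis, tracked by fluorescence at 0 and 10 min against buffer-only wells.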
# APEX1 inh: APE1 (human) endonuclease inhibition. 0.35% of 350,000 active. recombinant APE1, TAMRA/BHQ-2 abasic DNA cleavage fluorescence. Potency, µM (doses to about 65.8 µM), for inactives: top-dose activity change, negative = inhibition, hits mostly inhibitors;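 note: potency is the fitted concentration of half-maximal effect; plate controls were vehicle for no effect and reference inhibitor for full effect; nearly all actives have a fitted effect of over 55% in size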
#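 Incision of a quenched TAMRA/BHQ-2 THF abasic-site duplex (50 nM) by 0.75 nM APE1, after 15 min compound preincubation, measured as fluorescence increase over three 60 s reads. Values normalized to buffer, DMSO and NSC13755 control wells.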
# Pol eta inh: DNA polymerase eta (human) inhibition; recombinant Pol eta, fluorescent DNA replication assay; Potency, µM (top dose mostly 114 µM), for inactives: at the top dose activity change, negative = inhibition, usual class: inhibitors; 1.2% of 390,000 active; Q9Y253; note: potency is the fitted concentration of half-maximal effect; % is set by controls: 0 for no effect and ±100 for the full control effect
#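 Fluorescent replication assay: 50 nM final substrate added after a 15 min room-temperature compound preincubation with 10 nM enzyme. Signal taken at 0 min and again at 10 min.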
# ALOX12 inh: inhibitors of human 12S-lipoxygenase ALOX12 | P18054 | purified 12hLO, xylenol orange hydroperoxide absorbance | Potency, µM (series often up to 108 µM), without a hit: at the highest dose activity change, negative = inhibition, most hits filed as inhibitors | 1.1% of 580,000 active; note: potency is the fitted concentration of half-maximal effect; % is set by controls: 0 for no effect and ±100 for the full control effect
# Target sequence (P18054 whole entry, looked up): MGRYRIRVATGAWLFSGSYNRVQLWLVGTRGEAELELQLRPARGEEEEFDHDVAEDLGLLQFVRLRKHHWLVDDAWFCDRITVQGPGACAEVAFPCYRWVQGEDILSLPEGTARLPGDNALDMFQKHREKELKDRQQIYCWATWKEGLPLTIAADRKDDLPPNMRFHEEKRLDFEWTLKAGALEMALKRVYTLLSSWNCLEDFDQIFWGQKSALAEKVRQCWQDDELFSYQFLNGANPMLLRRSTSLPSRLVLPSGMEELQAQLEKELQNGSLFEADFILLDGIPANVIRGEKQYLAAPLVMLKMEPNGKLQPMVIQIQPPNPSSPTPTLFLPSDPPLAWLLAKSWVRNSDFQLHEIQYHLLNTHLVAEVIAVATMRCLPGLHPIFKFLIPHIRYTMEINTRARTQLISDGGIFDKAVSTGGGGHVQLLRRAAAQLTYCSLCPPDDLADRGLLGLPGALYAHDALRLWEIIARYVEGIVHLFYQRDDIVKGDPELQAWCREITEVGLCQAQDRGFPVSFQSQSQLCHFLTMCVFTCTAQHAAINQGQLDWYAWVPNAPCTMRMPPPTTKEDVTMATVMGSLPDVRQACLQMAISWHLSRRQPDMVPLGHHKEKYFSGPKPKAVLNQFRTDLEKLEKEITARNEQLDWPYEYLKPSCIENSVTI
#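 Purified human 12hLO at 150 nM in 25 mM Hepes, 0.01% Triton X-100, pH 7.0, preincubated 15 min at room temperature with compound. Reaction started with 40 uM arachidonic acid, 30 min at room temperature. Hydroperoxide measured by Fe-xylenol orange, 573/405 nm absorbance ratio.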
# RGS4 inhibitor: inhibitors of human regulator of G protein signaling 4; Transcreener GDP fluorescence polarization, RGS4-accelerated GTP hydrolysis; Potency, µM (titrated, usually from 114 µM), for the others: at the top dose activity change, negative = inhibition, usual class: inhibitors; 0.039% of 390,000 active; AID 504845; note: potency is the fitted concentration of half-maximal effect; % is set by controls: 0 for no effect and ±100 for the full control effect; nearly all actives have a fitted effect of over 75% in size; some results filed as inactive show a strong effect at the top dose
# Target sequence (P49798 whole entry, looked up): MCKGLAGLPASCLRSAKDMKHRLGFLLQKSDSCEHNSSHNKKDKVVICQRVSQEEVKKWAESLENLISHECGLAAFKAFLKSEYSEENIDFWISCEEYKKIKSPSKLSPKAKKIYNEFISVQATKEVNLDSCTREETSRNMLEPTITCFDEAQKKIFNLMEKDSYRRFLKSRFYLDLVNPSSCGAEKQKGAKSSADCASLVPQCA
#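 MLSMR compounds (23 nl, pin-transferred) preincubated 10 min at room temperature with a 500nM (2x) first reagent, then RGS4 at 900nM (2x) plus Transcreener GDP mix added; fluorescence polarization (620/688 nm) read before and after 90 min at 30 °C.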
# ERG-DNA inh: inhibitors of human ERG Ets domain-DNA interaction; P11308; fluorescence polarization, His-ERG Ets domain / labelled DNA; Potency, µM (titrated, usually from 76.9 µM), without a hit: top-dose FP activity, negative = inhibition, usual class: inhibitors; 0.028% of 370,000 active; AID 624246; active = well fitted inhibition curve with a large enough effect in the polarisation, with a control signal flat; inconclusive = small, poorly fitted or top-dose-only effect, or effect the other way, or a change in a side signal; inactive = no such curve, though single readings can be large or run the other way; the % refers to the polarisation;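 note: polarization taken with two DNA probes labelled with fluorescein and Texas red; potency is the fitted concentration of half-maximal effect; % of control where 0% means no effect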
#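 His-tagged ERG Ets domain (1 uM in the protein solution; 300mM KCl, 50mM Tris-HCl, 1mM EDTA, 1mM DTT, pH 7.5) received compound, then a probe mix of 5 nM fluorescein-DNA and 100nM Texas-615-DNA. Fluorescence polarization was read for both dyes.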
# Anesthetic bind: candidate novel general anesthetic via apoferritin binding; 0.074% of 350,000 active; Potency, µM (titrated, usually from 77.5 µM), for the others: top-dose activity change, negative = displacement, most hits filed as inhibitors; apoferritin/1-aminoanthracene competitive binding, fluorescence; note: potency is the fitted concentration of half-maximal effect; % is set by controls: 0 for no effect and ±100 for the full control effect; nearly all actives have a fitted effect of over 20% in size
# Target sequence (P02791 2-175 limits assumed): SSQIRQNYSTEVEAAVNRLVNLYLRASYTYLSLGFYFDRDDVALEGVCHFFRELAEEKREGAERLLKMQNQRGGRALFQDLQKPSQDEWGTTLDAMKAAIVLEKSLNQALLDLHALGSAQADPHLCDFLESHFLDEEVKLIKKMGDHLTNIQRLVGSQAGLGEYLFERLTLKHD
#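 In PBS, apoferritin at 10 uM is loaded with 1-AMA from a 50% saturated solution. After 10 min of compound exposure at ambient temperature, reduced 535 nm fluorescence indicates probe displacement.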
# POLB inh: DNA polymerase beta (human) inhibition; P06746; Pol beta primer extension/strand displacement, fluorescence kinetic; Potency, µM (top dose mostly 114 µM), inactives show at the top dose activity change, negative = inhibition, usual class: inhibitors; 1.3% of 340,000 active; AID 485314; note: potency is the fitted concentration of half-maximal effect; % is set by controls: 0 for no effect and ±100 for the full control effect
#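 Enzyme-only controls used 10 nM Pol beta; buffer lacking enzyme served as negative control. Compound preincubated 15 min, then 50 nM substrate added; 0 and 10 min reads at room temperature.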
# LDHA inh: blocks human lactate dehydrogenase A; P00338; purified LDHA, NADH/diaphorase-resazurin fluorescence; stronger effect = lower value; 0.15% of 480,000 active; activity change, % (values are at about 110 or 230 µM); in the data active = activity change below about -30%; inconclusive = mostly about -25% to -30%;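 note: plate controls were DMSO wells for no effect and wells without enzyme for full effect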
#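 Enzyme activity of human lactate dehydrogenase 5 (2 nM; 0.06 mM NADH, 0.2 mM pyruvate, 5 min, RT) is measured via a resazurin/diaphorase fluorescence readout of residual NADH.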
# * hit, by the source's call; ? = inconclusive; · = no result given; & = joins results of further samples; [ ] = remark or other dose. Unless noted, calls come from the whole dose curve; as a rule, active = well fitted curve in the direction sought with a large enough effect; inconclusive = small, poorly fitted or top-dose-only effect, or another doubt; inactive = no such curve, though single readings can be large; an effect the other way counts as inactive or inconclusive. A portion of the library, so the mix of outcomes need not match the whole.
[1] Cc1ccc(S(=O)(=O)NC2=NCN(CCOC(=O)c3ccccc3)CN2)cc1
[2] Cc1c(Cl)cccc1NC(=O)C1C2C=CC(C2)C1C(=O)O (stereo not given)
[3] NC(=O)[C@@H]1[C@@H]2C(=O)N(c3ccc(F)cc3)C(=O)[C@@H]2[C@H]2C=Cc3ccccc3N21
[4] O=C(c1cccc(Cl)c1)C1CCCN(Cc2ccc(N3CCNC3=O)cc2)C1 (stereo not given)
[5] NCCCC[C@H]1CN=C(N)N1CCc1cccc2ccccc12
[6] O=c1c2cn[nH]c2[nH]c(=S)n1-c1ccccc1
[7] COc1ccc(-c2nc(SC)n(C(=O)c3ccco3)n2)cc1
[8] Nc1cccnc1Sc1cccc(Cl)c1
assay / entry	1	2	3	4	5	6	7	8
POLK inh	-1%	-14%	-15%	-2%	-13%	-4%	-2%	3%
APEX1 inh	3%	-23%	-5%	-5%	·	-3%	5%	-2%
Pol eta inh	-21%	-12%	-1%	-19%	-3%	-11%	-2%	-8%
ALOX12 inh	5%	-2%	141%[activator]	0%	-6%	6.3µM*	26%	?
RGS4 inhibitor	8%	-17%	-8%	12%	7%	-25%	-8%	-109%
ERG-DNA inh	12%	10%	44%[activator]	-6%	-7%	-14%	-4%	-29%
Anesthetic bind	-10%	?	-10%	?	·	4%	6%	?
POLB inh	-17%	25%	22%	-4%	·	2%	-18%	1%
LDHA inh	-1	-7	-2	-5	4	-5	-6	28

[9] Cc1cc2nc3n(c2cc1C)CC1CC(C(=O)NCCC(C)C)N(C)C31 (stereo not given)
[10] CCCC(C)c1nnc(NC(=O)CN2C(=O)c3ccccc3C2=O)s1 (stereo not given)
[11] CCOC(=O)c1sc(NC(=O)c2cc3ccccc3o2)nc1C
[12] CCN1CCN(c2ccc(S(=O)(=O)N3CCOCC3)cc2NC(=O)c2cc(Cl)nc3ccccc23)CC1
[13] COC(=O)Cn1nc(-c2ccccc2)c2ccccc21
[14] CCOC(=O)C1=C(C)C/C(=N\NC(=O)c2ccccc2O)CC1
[15] COc1ccc(/C(=N/O)C(C)(C)NO)cc1
[16] COc1ccc(CN(C)Cc2ccccc2)c(OC)c1OC
assay / entry	9	10	11	12	13	14	15	16
POLK inh	7%	7%	-20%	1%	-8%	-16%	-13%	-1%
APEX1 inh	8%	0%	7%	3%	-5%	0%	7%	8%
Pol eta inh	-20%	-7%	-8%	-24%	-13%	-18%	4%	-1%
ALOX12 inh	1%	?	-2%	-8%	13%	18%	?	?
RGS4 inhibitor	-7%	?	-9%	-8%	25%	11%[11.4 µM]	39%	1%
ERG-DNA inh	4%	-13%	6%	14%	-16%	-9%	-7%	·
Anesthetic bind	·	?	-17%	·	34%[activator]	-6%	-8%	-9%
POLB inh	·	3%	-11%	·	-1%	9%	8%	?
LDHA inh	1	0	-2	-3	-6	-5	-1	-4

[17] COC(=O)C1(CO)NC(c2ccc(C)cc2)C2C(=O)N(c3ccccc3)C(=O)C21 (stereo not given)
[18] O=C1COCC(=O)N1CCc1c[nH]c2ccccc12
[19] O=C(Nc1cc(F)ccc1F)C1CCCN(c2ncnc3c2nc2n3CCCCC2)C1 (stereo not given)
[20] Cc1oc(-c2cccs2)[n+]([O-])c1C
[21] COc1ccc(C(=O)NCCC(C)C)cc1S(=O)(=O)N1CCOCC1
[22] COc1cc(C(=O)N2c3ccccc3CCC2C)cc(OC)c1OC (stereo not given)
[23] Cc1ccccc1S(=O)Cc1ccc(C(=O)NCc2ccccc2Cl)o1 (stereo not given)
[24] Cc1ccc(S(=O)(=O)N2CCN(C(=O)COC(=O)c3ccccc3Cl)CC2)c(C)c1
assay / entry	17	18	19	20	21	22	23	24
POLK inh	-8%	3%	-15%	-4%	3%	-1%	-4%	-11%
APEX1 inh	45%	-5%	36%	-1%	-1%	16%	·	9%
Pol eta inh	-16%	-8%	-15%	9%	-4%	-10%	-11%	-27%
ALOX12 inh	70%[activator]	?	-1%	?	-22%	7%	-18%	49%[activator]
RGS4 inhibitor	-19%	-8%	-5%	34%	16%	0%	1%	-8%
ERG-DNA inh	-9%	-12%[15.4 µM]	-4%	-2%	-18%	3%	-3%	6%
Anesthetic bind	23%	-10%	-5%	2%	-2%	-4%	-14%	·
POLB inh	26%	-4%	9%	21%	4%	11%	0%	·
LDHA inh	-3	-5	-2	-6	-7	-6	-1	-11

[25] COc1cc(/C=C/c2ccc3cccc([N+](=O)[O-])c3n2)ccc1OCC(=O)O
[26] CC(=O)OCC(=O)C1(O)CCC2C3CC(C)C4=CC(=O)C=CC4(C)C3=CCC21C (stereo not given)
[27] Cc1ccc(CNC(=O)C2=CCN(S(=O)(=O)c3ccc(C)cc3)CC2)cc1
[28] CC1CCC(C(C)C)C(OC(=O)COC(=O)c2cc(O)ccc2N)C1 (stereo not given)
[29] Nc1ccc(-c2nnnn2-c2ccc(N)cc2)cc1
[30] CS(=O)(=O)N(CC(=O)N1CCCCCC1)c1ccc2c(c1)OCCO2
[31] C/C=C/C=C/C(=O)OC(C)C(=O)Nc1cc([N+](=O)[O-])ccc1OC (stereo not given)
[32] Cc1ccc(NS(=O)(=O)c2ccc3c(c2)oc(=O)n3C)cc1F
assay / entry	25	26	27	28	29	30	31	32
POLK inh	?	-14%	·	-23%	-12%	-4%	-26%	-2%
APEX1 inh	-3%	·	?	-10%	13%	2%	0%	-6%
Pol eta inh	20µM*	-3%	·	-21%	-14%	-11%	-28%	-8%
ALOX12 inh	-26%	1%	23%	?	-3%	-11%	-2%	15%
RGS4 inhibitor	41%	-10%	·	-34%	-6%	17%	-19%	-8%
ERG-DNA inh	-5%	2%	·	·	-3%	·	3%	2%
Anesthetic bind	-22%	·	7%	81%[activator]	1%	3%	?	-17%
POLB inh	?	·	-15%	-12%	1%	13%	27%	12%
LDHA inh	-2	-5	·	11	-6	1	-1	-14

[33] CCC(C)N(C(=O)CSc1nc(C)c(C)c(C)c1C#N)C1CCS(=O)(=O)C1 (stereo not given)
[34] CC(C)(C)c1nnc(NS(C)(=O)=O)s1
[35] O=C(CC1C(=O)NCCN1Cc1cccc(F)c1)NCCCN1CCCC1=O (stereo not given)
[36] CCOc1ccc(NC(=O)NCCCN2CCN(c3ccc(OC)cc3)CC2)cc1
[37] O=C(N/N=C/C(Cl)=C/c1ccccc1)c1ccncc1
[38] COc1cccc(-c2nc3c(c(=O)[nH]c(=O)n3Cc3ccccc3)n2CCO)c1OC(F)F
[39] NC(=O)C1CCN(C(c2ccccc2F)c2nnnn2Cc2ccco2)CC1 (stereo not given)
[40] Cc1ccc(NC(=S)NNS(=O)(=O)c2ccc3ccccc3c2)cc1Cl
assay / entry	33	34	35	36	37	38	39	40
POLK inh	-9%	-7%[60.1 µM]	?	12%	-3%	-9%	-10%	-8%
APEX1 inh	16%	·	-13%	·	-2%	3%	-2%	37%
Pol eta inh	-17%	2%	-14%	-12%	-22%	3%	-2%	-22%
ALOX12 inh	397%[activator]	2%	4%	-16%	-4%	-25%	0%[57.4 µM]	40µM*
RGS4 inhibitor	?	-2%	-6%	6%	-13%	3%	6%	?
ERG-DNA inh	-1%	·	-2%	1%	0%	-4%	2%	-1%
Anesthetic bind	·	·	-6%	-8%	-15%	-12%	-12%	-5%
POLB inh	·	·	44%	-5%	-24%	3%	1%	38%
LDHA inh	-1	-5	-4	2	-2	-8	1	3

# Record cards (already shown):
# CCC(C)N(C(=O)CSc1nc(C)c(C)c(C)c1C#N)C1CCS(=O)(=O)C1 (stereo not given) is listed as POLK inh = -9%; APEX1 inh = 16%; Pol eta inh = -17%; ALOX12 inh = 397%[activator]; RGS4 inhibitor = ?; ERG-DNA inh = -1%; Anesthetic bind = ·; POLB inh = ·; LDHA inh = -1
# NC(=O)C1CCN(C(c2ccccc2F)c2nnnn2Cc2ccco2)CC1 (stereo not given) is listed as POLK inh = -10%; APEX1 inh = -2%; Pol eta inh = -2%; ALOX12 inh = 0%[57.4 µM]; RGS4 inhibitor = 6%; ERG-DNA inh = 2%; Anesthetic bind = -12%; POLB inh = 1%; LDHA inh = 1

# (more compounds)
[41] Cc1ccc(N2CC(NC(=O)c3ccc(S(=O)(=O)N4CCCC4)cc3)CC2=O)cc1 (stereo not given)
[42] O=C(Cc1ccccc1)NNC(=S)Nc1ccccc1
[43] COc1cccc(NC(=S)NC2CC3CCCC(C2)N3C2CCCC2)c1 (stereo not given)
[44] C[C@@H]1CCC(=O)N(C[C@@H](C)CSc2ccc(Br)cc2)CC1
[45] CCN(CC)CCNC(=O)c1ccccc1C(=O)c1ncc[nH]1
[46] Cc1ccc(C(C)C)c(OCc2ccc(C(=O)N/N=C/c3cccc(O)c3O)cc2)c1
assay / entry	41	42	43	44	45	46
POLK inh	-5%[60.1 µM]	4%	6%	9%&-2%	-9%	-11%
APEX1 inh	·	-2%	-1%	22%	-3%	14%
Pol eta inh	-15%	-8%	-5%	-17%	-15%	-11%
ALOX12 inh	?	-3%	-4%	?	0%	?
RGS4 inhibitor	-1%	4%	-1%	0%	5%	?
ERG-DNA inh	2%	-9%	0%	-10%	15%	10%
Anesthetic bind	-14%	-6%	-7%	·	-6%	?
POLB inh	3%	-16%	0%	·	-19%	-1%
LDHA inh	-6	-7	2	3	-3	15

# Screening results deposited in PubChem BioAssay by National Center for Advancing Translational Sciences (NCATS).
